# UTI89 phage lysis: inhibition of K1F phage lysis, E. coli UTI89, bacterial capsule biogenesis inhibitors, alamar blue (AID 488966). E. coli UTI89 K1F phage lysis, alamar blue, 2 h; higher % means a stronger effect. one-dose inhibition, % at 100 µM; IC50 in µM for titrated hits. actives 0.02% (n = 340,000);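 active = phage lysis inhibition, versus mean bacterial control, above a set limit; inconclusive = no clear call, values can overlap the other calls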;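 note: capsule biogenesis inhibitors block K1F phage lysis so surviving cells raise fluorescence; higher fluorescence means more inhibition of phage lysis; actives were called in the ten point dose series up to 300 µM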
# P. falciparum M1AAP: malaria alanyl aminopeptidase activity blockers – biochemical, fluorogenic H-Leu-NHMec substrate, 1536-well (AID 1445). actives 0.42% (n = 220,000). one-dose inhibition, % at 30 µM; IC50 in µM for titrated hits. recombinant M1AAP, H-Leu-NHMec fluorogenic kinetic assay; higher % means a stronger effect;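 active = primary inhibition above the hit cutoff, then over 50% inhibition at one or more dose response concentrations, cut at about 23% in these data, passing the limit was not always enough; inconclusive = conflicting primary data, or primary hits not chosen for dose response; inactive = low primary inhibition, or under 50% at every dose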;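 note: plate controls were DMSO full reaction for no effect and no enzyme background for full effect; strong numbers were not always called active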
# M17LAP inhibition: P. falciparum M17LAP inhibitors, primary screen, biochemical, fluorogenic H-Leu-NHMec substrate, 1536-well (AID 1619). actives 0.38% (n = 220,000). recombinant M17LAP, H-Leu-NHMec fluorogenic kinetic assay; higher % means a stronger effect. inhibition, % at 30 µM, or IC50 in µM where a hit was titrated;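 active = compound inhibiting the enzyme by more than half at any dose during confirmatory dose-response retesting; inconclusive = strong single-dose inhibitors picked by rank but not retested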;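 note: plate controls were full reaction with DMSO carrier for no effect and no enzyme background for full effect; strong numbers were not always called active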
# bCat nuc transl: beta-catenin nuclear translocation modulation; actives 0.3% (n = 190,000); nuclear translocation activity, % at 5 µM; AID 1665; HeLa beta-catenin nuclear translocation, immunofluorescence imaging;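 active = nuclear translocation activity above 50% at 5 µM, with a well cell count of 50 or more; inconclusive = wells under 50 cells across six images, flagged as toxic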;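 note: per-cell ratio of nuclear to cytoplasmic median beta-catenin stain intensity; plate controls were DMSO negative control for no effect and GSK-3 inhibitor IX positive control for full effect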
#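 Test system: human HeLa cells, native beta-catenin. Compound dosing: 5 µM primary single dose, 0.1% DMSO, 0.02–20 µM confirmation series. Incubation: compound exposure 24 h at 37°C. Detection: beta-catenin immunostaining with DAPI counterstain, 20x imaging, 6 fields/well. Read-out basis: Nuclear/cytoplasmic beta-catenin signal ratio, % activation.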
# Dynein cargo inh: dynein cargo transport inhibition | 3617.4 mouse cells, GR-EGFP nuclear translocation imaging; test concentration mostly 20 µM; stimulated with dexamethasone, 1 µM; active compounds read low | z-score, hits read low | actives 0.47% (n = 220,000) | AID 1381;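 active = plate z-score of nuclear minus cytoplasmic receptor signal below a set negative limit, without overly bright fluorescence or cell loss, cut at about -3.5 in these data, passing the limit was not always enough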;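 note: z-score of nuclear minus cytoplasmic ring GR-EGFP intensity difference per well; some compounds called inactive have numbers as strong as hits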
#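 Medium: Induction medium lacking tetracycline, stripped serum | Probe or stimulus: 1.0 µM final dexamethasone stimulus | Schedule: 48 h induction, then 1 h compound, then 30 min agonist, 37 °C | Signal: Automated 10x imaging of fixed Hoechst-stained cells | Evaluation: Per-cell GR-EGFP intensity, nucleus versus surrounding cytoplasmic ring, well-averaged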
# MT stabilize HCS: stabilizes microtubules in HeLa cells | HeLa tubulin immunostaining HCS, 24 h; share of cells brighter than vehicle mean+2SD | % tubulin-high responders, % at 10 µM | actives 0.83% (n = 200,000) | AID 2205;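 active = plate Z-score above 3 for both tubulin-high and condensed-nucleus cell shares, with cell loss under 80%, at 10 µM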;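 note: anti alpha tubulin signal scored within the nucleus-defined area of each cell; some results filed as inactive read as strong as hits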
# Ins promoter up: MIN6 insulin promoter up-regulation; MIN6 insulin promoter-GFP reporter, high-content imaging; active compounds read high; z-score at 5 µM; actives 0.3% (n = 190,000); AID 1625;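 active = z-score above 3 at 5 µM with at least 500 cells counted in the well; inconclusive = wells under 500 cells, flagged as cytotoxic or low count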
# Autophagy HCS: modulators of autophagy; calls only at 10 µM (by protocol); actives 0.98% (n = 190,000); MEF GFP-LC3 puncta imaging; test concentration mostly 10 µM;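 active = percentage of spot-positive cells more than 3 SD above its plate mean, without a fluorescence outlier flag or 80% toxicity; inconclusive = no clear call, values can overlap the other calls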;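 note: spot-positive cell cutoff set from DMSO-treated cells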
# ER stress rescue: rescue of cells from ER stress-induced death, primary screen, 384-well, CSM14.1, thapsigargin, ATP luminescence (AID 1222); 190,000 tested, under 10 active; CSM14.1 thapsigargin-induced death rescue, ATP luminescence; higher % means a stronger effect; cellular ATP content (survival), % at 20 µM, or EC50 in µM where a hit was titrated;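 active = EC50 below 50 µM in the dose-response confirmation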;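 note: death triggered by thapsigargin at about 15 µM added after 2 h compound pretreatment; cell ATP read after overnight thapsigargin exposure of roughly 18 to 22 hours; normalized against plate controls of thapsigargin alone and 5% DMSO vehicle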
# Dynein cargo inh cytoplasmic EGFP: also measured in Dynein cargo inh; calls as there; z-score; measured here: cytoplasmic GR-EGFP intensity; active compounds read high
# Dynein cargo inh nuclear GR-EGFP: second read-out of Dynein cargo inh, no call of its own (marks repeat the call); z-score; measured here: nuclear GR-EGFP intensity;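 lower value marks the stronger effect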
# Dynein cargo inh cell count: second read-out of Dynein cargo inh, no call of its own (marks repeat the call); z-score; measured here: cell count per field
# Ins promoter up cell count: further read-out of Ins promoter up, marked with its call; cell count; measured here: cytotoxicity, nuclei count;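 total cells summed across four imaged fields per well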
# bCat nuc transl cell count 5 µM: also measured in bCat nuc transl; calls as there; cell count; measured here: cell count, cytotoxicity flag
# MT stabilize HCS Hoechst-high %: also measured in MT stabilize HCS; calls as there; % Hoechst-high responders; measured here: nuclear condensation Hoechst responders;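 share of cells brighter than vehicle mean plus two SD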
# MT stabilize HCS cytotoxicity %: further read-out of MT stabilize HCS, marked with its call; toxicity, %; measured here: cytotoxicity by cell density;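 0% = mean cell density of plate MIN control wells and 100% = no cells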
# Autophagy HCS cell loss 18 h: second read-out of Autophagy HCS, no call of its own (marks repeat the call); toxicity, %; measured here: cell loss, nuclei count;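 cell loss after 18 h compound exposure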
# * marks the source's active call; other numbers are inactive results; i = inactive; ? = inconclusive; nt = no result given; & = joins results of further samples; ! = a repeat was not active; [ ] = remark or other dose. This is a subset, so the mix of outcomes need not match the whole.
structure	UTI89 phage lysis	P. falciparum M1AAP	M17LAP inhibition	bCat nuc transl	bCat nuc transl cell count 5 µM	Dynein cargo inh	Dynein cargo inh cytoplasmic EGFP	Dynein cargo inh nuclear GR-EGFP	Dynein cargo inh cell count	MT stabilize HCS	MT stabilize HCS Hoechst-high %	MT stabilize HCS cytotoxicity %	Ins promoter up	Ins promoter up cell count	Autophagy HCS	Autophagy HCS cell loss 18 h	ER stress rescue
CCOc1ccc(N=Cc2c(O)n(C(C)(C)C)c(=O)[nH]c2=O)cc1	0.4%	6%	1%	nt	nt	0.075	-0.23	0.66	-0.46	1.8	1.0	6.2	0.23	867	i	2	-1.5%
CCCCC(C)C(OC(=O)CC(CC(=O)O)C(=O)O)C(CC(C)CC(O)CCCCC(O)CC(O)C(C)N)OC(=O)CC(CC(=O)O)C(=O)O (stereo not given)	3.6%	-1%	31%	0.1	595	-0.34	-0.27	0.46	0.9	2.7	2.0	5.5	0.43	1144	i	25	0.0%
COc1ccc(C(O)c2cc(OC)ccc2OP(=O)(N(C)C)N(C)C)cc1 (stereo not given)	0.7%[50 µM]	-4%	1%	-1.5	1001	0.4	-0.21	0.65	-0.6	2.8	1.7	4.7	-0.12	1222	i	-2	2.2%
CN(C)CCc1nn[nH]n1	3.4%	-1%	-7%	-1.5	1162	-0.0051	-0.071	0.35	2	1.3	2.2	5.4	nt	nt	i	-8	-2.5%
OC1/C(=C/c2ccccc2F)N2CCC1CC2 (stereo not given)	0.9%	9%	-6%	1.9	1005	2.1	-0.023	1.1	-1	3.4	2.5	7.1	-0.27	1586	i	15	-1.6%
O=C(C[N+]12CCC(CC1)C(CO)C2)c1ccc([N+](=O)[O-])cc1 (stereo not given)	-2.5%	0%	1%	-1.2	1132	0.81	-0.34	0.32	0.17	1.7	1.9	6.7	1.8	1354	i	5	0.8%
COc1nc(NCC2CCCO2)nc(N2CC3CC(C2)c2cccc(=O)n2C3)n1 (stereo not given)	-0.1%	3%	-10%	-0.7	1335	-0.53	-0.14	0.54	-0.23	nt	nt	nt	0.38	1089	nt	nt	nt
CCCCn1c(O)c(C=NC2CCCCC2N)c(=O)[nH]c1=O (stereo not given)	1.4%	23%	17%	nt	nt	-1.2	-0.076	-0.46	-0.32	1.2	1.4	6.6	-0.04	1296	i	1	-1.0%
CN1CCN(c2cc(N3CCCCCC3)c(F)cc2[N+](=O)[O-])CC1	7.8%[50 µM]	16%	17%	nt	nt	-0.19	-0.22	-0.52	0.058	4.8	2.8	0.3	-1.2	1379	i	9	6.2%
Cc1cccc(N2CCc3c2nc2ccccc2c3N)c1	-0.2%&0.4%	26%*!	-24%&-4%	-2.6&-1.8	791&1040	-0.39&2.1	-0.28&0.12	-0.14&1.8	0.15&-0.89	4.2&8.9	5.8&1.9	3.5&6.0	-1.4&-0.82	1168&1749	i	1	-5.7%
O=C1NC(=O)C(CCc2ccncc2)(c2ccccc2)C(=O)N1	0.0%	2%	5%	0.5	1149	0.17	-0.029	0.063	0.19	2.7	2.2	6.0	-0.51	1303	i	-8	-1.5%
O=C(c1ccc2c(c1)ncn2C1CCCCCC1)N1CCC2(CC1)OCCO2	-0.3%	-5%	4%	4.1	1337	-0.18	0.034	-0.22	0.13	5.8	2.6	2.2	0.91	1638	i	-6	-0.1%
COCCN1Cc2cc(=O)n3c([nH]c4ccccc43)c2C1=N	0.0%	?	-5%	0.9	1093	-0.9	-0.24	-0.51	1.3	4.4	1.8	1.5	1	1175	i	10	-0.7%
C[C@H]1CC[C@@H]2[C@@H](C)[C@H]3[C@H](C[C@H]4[C@@H]5CC=C6C[C@@H](O[C@@H]7O[C@H](CO)[C@H](O)[C@H](O[C@@H]8O[C@H](CO)[C@@H](O)[C@H](O)[C@H]8O)[C@H]7O[C@@H]7O[C@@H](C)[C@H](O)[C@@H](O)[C@H]7O)CC[C@]6(C)[C@H]5CC[C@]34C)N2C1	7.4%	9%	17%	-3.6	520	-7.3	0.31	-2.4	-4.2	2.6	2.8	8.2	0.67	1212	i	88	11%
O=C1C2CCN(CC2)C1Cc1ccc(OCCOc2ccccc2)cc1 (stereo not given)	0.3%	0%	8%	-4.9	929	0.84	-0.19	-0.058	0.46	3.2	2.6	5.9	-1.1	1182	i	-39	-1.3%
Cc1cc(Cl)ccc1OC(C)C(=O)O (stereo not given)	3.9%	-1%	10%	-5.2	999	-0.57	-0.2	0.094	-0.051	4.1	2.6	13	0.01	1410	i	-5	-0.3%
COc1ccc(CN2C(=O)NC(=O)/C(=C/c3ccc(OC)c(OC)c3OC)C2=O)cc1	-0.5%	13%	11%	0.2	1254	0.072	-0.29	-0.029	0.86	nt	nt	nt	1.1	987	nt	nt	nt
OCC#CC[N+]1(CC#Cc2ccccc2)CCCC1	0.2%	-3%	8%	0.1	1585	-0.55	-0.26	0.088	1	0.9	1.3	9.8	nt	nt	i	7	-0.7%
COc1ccc(CCn2c(O)c(C=NCCCO)c(=O)[nH]c2=O)cc1OC	0.3%	-1%	5%	2.0	678	0.18	-0.12	0.63	-1.2	5.4	3.1	7.6	-0.67	1121	i	-8	-1.8%
Cn1c(O)c(C(=O)c2ccccc2F)c(=O)n(C)c1=O	-0.2%	0%	-2%	-0.8	984	-0.02	0.039	0.33	-0.31	1.8	1.5	6.9	-0.15	909	i	4	0.2%
CCOP(=O)(OCC)C(NS(=O)(=O)c1ccccc1)C(Cl)(Cl)Cl (stereo not given)	-1.6%	10%	11%	2.1	1553	0.016	-0.26	-0.26	0.26	1.9	1.1	9.8	0.02	1527	i	4	0.0%
CCCCCCn1c(N)c(C(=O)NCCN2CCOCC2)c2nc3ccccc3nc21	-1.6%	10%	-6%	0.1	1010	-0.3	-0.18	-0.069	0.16	2.6	1.9	16	-0.33	1130	i	49	nt
CCn1c(O)c(N=Nc2cccc(S(=O)(=O)N3CCOCC3)c2)c(=O)n(CC)c1=S	0.7%	2%	-8%	0.7	1319	-0.086	-0.24	-0.086	0.3	nt	nt	nt	0.3	1087	nt	nt	nt
CS(=O)(=O)NNP(=O)(NNS(C)(=O)=O)NC(=O)c1ccccc1	-0.8%[50 µM]	3%	-1%	-3.0	1140	1.1	-0.23	0.4	-0.7	nt	nt	nt	0.74	1367	nt	nt	nt
O=c1[nH]c(=O)n(CCc2ccc(F)cc2)c(O)c1/C=N/N1CCCCC1	1.0%	4%	1%	1.7	1303	-0.37	-0.21	0.26	0.99	nt	nt	nt	-0.02	1028	nt	nt	nt
O=C1NC(=O)N(c2ccc3c(c2)OCO3)C(=O)/C1=C\c1ccc(-c2ccccc2C(=O)O)o1	-0.1%[50 µM]	3%	20%	-4.6	1194	0.39	-0.2	0.18	-0.6	nt	nt	nt	0.15	1389	nt	nt	nt
CCOC(=O)c1c(NS(=O)(=O)c2ccccc2)n(CCCOC)c2nc3ccccc3nc12	0.1%	?	-234%	0.6	982	-0.77	-0.29	-0.52	0.79	2.2	3.5	9.7	nt	nt	i	-15	0.1%
CCOP(=O)(OCC)C(NC(=O)c1ccccc1Cl)=C(Cl)Cl	0.0%	-2%	1%	-0.9	1214	-0.51	-0.24	-0.48	0.97	3.2	3.4	6.8	-0.14	963	i	-40	0.6%
O=C(c1cc(C(=O)NCc2ccccc2)c(=O)n(Cc2ccccc2)c1)c1cc(Cl)ccc1O	2.4%	3%	-6%	-1.4	1011	0.21	-0.16	0.26	-0.42	2.9	4.7	9.9	-2.4	860	i	-2	-2.1%
CCC(=Nc1ccc2c(c1)CCC2)c1c(O)n(-c2ccc(OC)cc2)c(=O)[nH]c1=O	1.8%	0%	2%	0.8	1302	0.079	-0.22	1	-0.27	nt	nt	nt	-0.72	1008	nt	nt	nt
CN1/C(=C\C=C2C(=O)NC(=S)NC2=O)C(C)(C)c2ccccc21	0.1%	5%	6%	0.4	1060	0.81	2.8	0.58	0.1	4.6	0.9	15	nt	nt	i	5	-0.9%
CC(C)CN1CCN(Cc2cccc3c2OCO3)CC1CCO (stereo not given)	0.5%	3%	-4%	0.6	1488	0.074	-0.2	-0.25	0.01	2.8	1.7	12	0.13	1421	i	0	-0.8%
C1CNC2NCCNC2N1 (stereo not given)	0.1%	5%	-1%	-3.2	1019	-0.95	-0.097	-0.15	0.4	3.6	2.2	6.6	1.1	1267	i	-1	1.1%
